# Assay outcomes deposited in PubChem BioAssay by Sanford-Burnham Center for Chemical Genomics.
# UBC13 inh: inhibitors of human UBC13 polyubiquitin chain formation | inhibition, % at 20 µM | 0.47% of 330,000 active | AID 485273 | TR-FRET | P61088; in the data active = inhibition above about 45%, passing the limit was not always enough
# HKDC1 inhibitor: HKDC1 (human) hexokinase inhibition; recombinant HKDC1, G6PDH/diaphorase resazurin coupled fluorescence; inhibition, % at 20 µM; 0.16% of 340,000 active;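 active = inhibition above about 35% when tested at 20 µM, limit read from the data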;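 note: plate controls were DMSO wells with enzyme for no effect and DMSO wells lacking enzyme for full effect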
# Target sequence (Q2TB90 whole entry, looked up): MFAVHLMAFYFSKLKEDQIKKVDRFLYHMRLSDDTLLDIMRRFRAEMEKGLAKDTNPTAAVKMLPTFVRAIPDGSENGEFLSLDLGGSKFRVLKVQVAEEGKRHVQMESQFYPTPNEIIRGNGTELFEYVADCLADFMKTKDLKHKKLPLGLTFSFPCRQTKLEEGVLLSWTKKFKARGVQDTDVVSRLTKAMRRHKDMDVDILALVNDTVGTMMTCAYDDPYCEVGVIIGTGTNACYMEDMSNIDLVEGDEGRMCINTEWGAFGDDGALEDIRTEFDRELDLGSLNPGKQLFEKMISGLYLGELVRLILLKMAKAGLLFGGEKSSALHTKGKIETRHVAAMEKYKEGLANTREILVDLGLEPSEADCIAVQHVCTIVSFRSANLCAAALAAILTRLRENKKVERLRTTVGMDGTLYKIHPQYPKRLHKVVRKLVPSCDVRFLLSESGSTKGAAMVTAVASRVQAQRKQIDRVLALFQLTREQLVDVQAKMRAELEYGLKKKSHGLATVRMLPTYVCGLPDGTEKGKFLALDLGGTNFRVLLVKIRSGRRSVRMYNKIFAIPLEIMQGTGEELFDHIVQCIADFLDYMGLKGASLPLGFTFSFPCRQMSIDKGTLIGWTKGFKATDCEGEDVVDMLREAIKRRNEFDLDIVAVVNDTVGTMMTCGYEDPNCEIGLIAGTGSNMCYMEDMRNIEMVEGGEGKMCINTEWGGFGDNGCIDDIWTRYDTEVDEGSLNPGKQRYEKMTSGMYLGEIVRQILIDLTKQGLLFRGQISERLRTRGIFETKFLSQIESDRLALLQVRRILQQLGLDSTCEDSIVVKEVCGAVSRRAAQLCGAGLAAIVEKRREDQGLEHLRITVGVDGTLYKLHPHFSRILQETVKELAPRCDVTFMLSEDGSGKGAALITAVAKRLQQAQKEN
#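 Test system: HK5 enzyme. Quantity: 5 µg/mL HK5 final. Reagent: glucose and ATP substrates. Schedule: 90 min reaction incubation at room temperature, dark. Technique: resazurin-to-resorufin fluorescence via G6PDH and diaphorase coupling, 525/613 nm. Control set: DMSO wells with and without enzyme mix.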
# SENP7 inh: SENP7 protease inhibition. recombinant SENP7, Z-RLRGG-aminoluciferin luminescence, 40 min. inhibition, % at 5 µM. 1.5% of 330,000 active. AID 434973;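 active = inhibition above about 50% at the single test dose, limit read from the data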;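 note: plate controls were DMSO with enzyme for no effect and no enzyme buffer wells for full effect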
# Jurkat NFkB inh: inhibitors of the PMA/ionomycin-induced NF-kB reporter in Jurkat cells; AID 435003; inhibition, % at 4 µM; PMA/ionomycin-induced NF-kB luciferase reporter, luminescence; 0.53% of 330,000 active
# SENP8 block: blocks the human protease SENP8. AID 2540. purified SENP8, Z-RLRGG-aminoluciferin cleavage, luminescence. Q96LD8. 1.2% of 330,000 active. inhibition, % at 10 µM
# 697 NFkB inh: lowers PMA/ionomycin-induced NF-kB signal in 697 B cells; 697 B-cell NF-kB luciferase reporter, 16 h; inhibition, % at 4 µM; 0.33% of 330,000 active; AID 435022; in the data active = inhibition above about 35%
# Apaf1 inhib: human Apaf-1 inhibition; O14727; reconstituted apoptosome caspase-3 activity, DEVD-Rh110 fluorescence; inhibition, % at 20 µM; 0.71% of 330,000 active; AID 489030; active = inhibition of at least 40% at 20 µM;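 note: plate controls were DMSO wells for no effect and DEVD-CHO caspase inhibitor wells for full effect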
#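 Medium: Hepes buffer, pH 7.5 / System: biochemical Apaf-1 apoptosome reconstitution / Measured by: Rh110 fluorescence, excitation 480 nm, emission 540 nm / Times: compound with Apaf-1, dATP, procaspase-3 30 min, then 50 min reaction, room temperature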
# Gli-Sufu antag: antagonists of Gli-Sufu signaling. Sufu-KO-LIGHT fibroblasts, Gli luciferase reporter luminescence. inhibition, % at 5 µM. 0.74% of 340,000 active. AID 588413;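 active = inhibition above about 55%, limit read from the data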;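 note: 0% = DMSO-treated cells and 100% = wells with medium but no cells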
# * marks the source's active call; other numbers are inactive results; . = not tested or not shown. Cut-off read from the data, not from the text of the source, unless noted: active = inhibition above about 50%; inactive = the rest.
SMILES,UBC13 inh,HKDC1 inhibitor,SENP7 inh,Jurkat NFkB inh,SENP8 block,697 NFkB inh,Apaf1 inhib,Gli-Sufu antag
Cc1csc(NC(=O)c2ccc(C(=O)Nc3nc(C)cs3)cc2)n1,7,.,14,8,17,-1,0,.
O=C(NCc1cccs1)[C@@H]1CSC2c3ccccc3C(=O)N21 (some centres not stated),-2,-3,28,-15,5,21,-2,2
CC(=O)Nc1ccc(S(=O)(=O)NCc2csc(C)n2)cc1,2,-5,4,12,5,-1,-5,8
O=C(Cn1nnc(-c2ccccc2F)n1)NCCc1ccccc1,4,-5,-8,-14,-13,4,12,1
Cc1cc(C(=O)NNC(=O)C2CCCC2)c(C)o1,15,-6,-2,-1,3,4,-3,.
Cc1ccc(S(=O)(=O)Nc2nc3ccc(S(=O)(=O)N4CCCC4)cc3s2)cc1,-7,0,7,-11,9,14,3,-5
O=[N+]([O-])c1ccccc1S(=O)(=O)Nc1ccn(Cc2c(F)cccc2Cl)n1,3,1,-8,3,4,16,-7,-6
OCc1cn(-c2ccccc2)nn1,-2,-3,0,9,15,9,1,-1
O=C1C(Cl)=C(NCC2CCCO2)C(=O)N1CCc1ccccc1 (configuration not stated),-2,6,-3,-45,-15,-36,3,-41
COCCCn1c(SCc2nnc(-c3ccc(OC)c(OC)c3)o2)nc2ccccc2c1=O,21,8,-2,-1,-3,3,9,12
Cc1cccc(N(C)C(=O)CN2C(=O)COc3ccc(S(=O)(=O)N4CCCCCC4)cc32)c1,3,-3,0,-4,4,-36,17,8
CCN(CC)S(=O)(=O)c1ccc(NC(=O)CN(c2ccc(OC)cc2OC)S(C)(=O)=O)cc1,6,4,-3,-7,-1,-10,1,2
COc1ccccc1N1C(=O)CC(c2ccccc2)CC1=O,11,-1,1,6,-2,20,0,1
O=C(Cn1ccccc1=O)Nc1ccc(Cl)c(S(=O)(=O)N2CCCCC2)c1,-11,-6,-11,5,-13,-21,12,-2
S=C(NCc1cccnc1)Nc1cccc(Cl)c1,3,-6,6,-12,0,13,13,-4
Cc1ccc(C(C)C)c(OCCCN(C)Cc2ccccc2)c1,15,-8,13,-7,4,7,6,11
COc1ccc(C(=O)C2CCN(C(=O)c3ccc(F)cc3)CC2)cc1,2,-7,-5,6,1,-9,-14,-8
CC(C)(C)S(=O)(=O)/C(C#N)=N/Nc1ccc(Cl)cc1,-13,1,-3,-28,5,-46,-6,11
COc1ccc(S(=O)(=O)N2CCCC2)cc1Br,-5,-5,-6,9,12,13,9,-17
O=C(O)c1ccccc1OCCN1CCCC1=O,-11,4,-5,-9,-2,-24,-6,4
Cc1cc(CNCc2c(C(=O)N(C)Cc3ccccc3)nc3ccccn23)nn1C,6,-3,-7,1,-11,-6,-7,22
CCCCn1c(N)c(N(CCOC)C(=O)CN2C(=O)c3ccccc3C2=O)c(=O)[nH]c1=O,-3,0,0,-5,5,-24,9,14
C/C(=N/Nc1nc(C)cc(C)n1)c1ccc(Br)cc1,7,-5,1,-7,-5,14,-12,27
CCCSc1nc2c(c(=O)n(C)c(=O)n2C)n1Cc1ccc(C)cc1,3,-2,-5,13,-11,-41,20,-6
N#CC1=C(N)Oc2cc3ccccc3cc2C1c1cccs1 (configuration not stated),-6,10,-6,2,-5,-9,15,24

# Looked up by structure from the list above, 3 records:
SMILES,UBC13 inh,HKDC1 inhibitor,SENP7 inh,Jurkat NFkB inh,SENP8 block,697 NFkB inh,Apaf1 inhib,Gli-Sufu antag
S=C(NCc1cccnc1)Nc1cccc(Cl)c1,3,-6,6,-12,0,13,13,-4
COc1ccc(C(=O)C2CCN(C(=O)c3ccc(F)cc3)CC2)cc1,2,-7,-5,6,1,-9,-14,-8
CC(C)(C)S(=O)(=O)/C(C#N)=N/Nc1ccc(Cl)cc1,-13,1,-3,-28,5,-46,-6,11

# 3 entries already listed, sorted by the number in SENP7 inh, descending:
Molecule | SENP7 inh
CC(=O)Nc1ccc(S(=O)(=O)NCc2csc(C)n2)cc1 | 4
O=C1C(Cl)=C(NCC2CCCO2)C(=O)N1CCc1ccccc1 (configuration not stated) | -3
COc1ccc(C(=O)C2CCN(C(=O)c3ccc(F)cc3)CC2)cc1 | -5

# Other results follow:
SMILES,UBC13 inh,HKDC1 inhibitor,SENP7 inh,Jurkat NFkB inh,SENP8 block,697 NFkB inh,Apaf1 inhib,Gli-Sufu antag
COc1ccc(NC(=O)CN(c2ccc(C(C)C)cc2)S(=O)(=O)c2c(C)noc2C)cc1OC,-4,-2,-14,-8,-4,-20,4,2
COc1ccc(-c2nc3ccccc3c(=O)n2CCOc2ccccc2C)cc1,0,19,-1,-12,1,-10,-9,-6
Cc1ccc(N2CC(O)=C(c3nc4ccccc4c(=O)[nH]3)C2=N)cc1C,18,6,0,18,4,5,10,-1
N#Cc1c(-c2ccc(Cl)cc2)ccn2nc(CCC(=O)O)nc12,-11,2,-3,0,-9,15,18,-27
CCOc1ccc(N(CC(=O)O)S(=O)(=O)c2ccc(OC)c(OC)c2)cc1,-3,-6,-9,-24,-6,-3,1,-5
Cc1c(NC(=O)C(C)OC(=O)c2cc(-c3cccc4ccccc34)nc3ccccc23)c(=O)n(-c2ccccc2)n1C (configuration not stated),-11,-1,8,6,3,13,27,-3
CCC1CCC/C1=N\NC(=O)c1ccoc1C (configuration not stated),-4,-2,3,-21,2,13,2,5
CC1CCCC(NC(=O)COC(=O)c2ccc(Br)o2)C1C (configuration not stated),14,-3,12,14,5,16,-5,1
COc1ccc(C(=O)c2sc(Nc3ccc(NC(C)=O)cc3)nc2C)cc1,-6,5,1,13,-5,-6,1,-5
COc1cc(C(=O)Nc2ccc(OCC(=O)O)cc2)cc(OC)c1OC,5,3,-2,-17,-3,6,4,1
O=C1CN(c2nc3ccccc3n3cnnc23)CC(=O)N1CCc1ccccc1,-1,12,-12,12,-1,4,8,6
CC1CCN(S(=O)(=O)c2ccc(C(=O)OC(C)C(=O)N(C)C3CCCCC3)cc2)CC1 (configuration not stated),2,-3,-3,-1,-3,-27,3,16
Cc1cccc(N/C=C/C(=O)c2ccc(Cl)cc2)c1,-5,-2,89*,-136,66*,-154,-1,-125
COc1cccc(C(=O)Nc2ccccc2C(=O)NCC2CCCO2)c1 (configuration not stated),7,-7,-5,1,1,10,2,5
Cc1cc2nc3c(=O)n(CCc4ccccc4)c(=O)[nH]c3nc2cc1N,-196,27,-1,1,-2,7,10,-31
Cc1ccc(CONC(=O)c2cccc([N+](=O)[O-])c2)cc1,7,6,1,-6,4,5,-1,-7
O=C(CC(C(=O)O)N1CCOCC1)Nc1ccc(Cl)cc1 (configuration not stated),-9,2,3,9,1,26,-10,-2
CCc1c(O)nc(SCC(=O)N2CCc3cc(OC)c(OC)cc3[C@@H]2C)[nH]c1=O,11,5,-1,-4,-1,18,6,6
Cn1c(SCC(=O)NCCc2ccc(S(N)(=O)=O)cc2)nc2ccccc2c1=O,5,-4,8,-15,3,-1,-5,0
CCn1c(CSCc2c(Cl)cccc2Cl)n[nH]c1=S,6,24,-7,4,-4,-14,-6,-2
O=C1C2CC=CCC2C(=O)N1c1ccc(N2CCN(c3ccccn3)CC2)c([N+](=O)[O-])c1 (configuration not stated),-8,4,-4,-6,-5,-2,6,24
O=C1CC(N2C(=O)/C(=C/C=C/c3ccccc3)SC2=S)C(=O)N1c1ccccc1 (configuration not stated),-20,2,6,-14,5,-26,25,2
Cc1cc(NC(=O)COC(=O)c2ccccc2O)no1,5,-2,7,-6,-4,7,-7,1
CCNC(=O)C12CCC(C)(C(=O)O1)C2(C)C (configuration not stated),-10,-6,-5,2,1,-3,-11,-3
CCOc1nc(NCCN2CCOCC2)nc(Nc2ccc([N+](=O)[O-])cc2)n1,-6,-4,-5,-12,-8,-17,13,13

# The list goes on, starting with the last 6 of the part before.
SMILES,UBC13 inh,HKDC1 inhibitor,SENP7 inh,Jurkat NFkB inh,SENP8 block,697 NFkB inh,Apaf1 inhib,Gli-Sufu antag
CCn1c(CSCc2c(Cl)cccc2Cl)n[nH]c1=S,6,24,-7,4,-4,-14,-6,-2
O=C1C2CC=CCC2C(=O)N1c1ccc(N2CCN(c3ccccn3)CC2)c([N+](=O)[O-])c1 (configuration not stated),-8,4,-4,-6,-5,-2,6,24
O=C1CC(N2C(=O)/C(=C/C=C/c3ccccc3)SC2=S)C(=O)N1c1ccccc1 (configuration not stated),-20,2,6,-14,5,-26,25,2
Cc1cc(NC(=O)COC(=O)c2ccccc2O)no1,5,-2,7,-6,-4,7,-7,1
CCNC(=O)C12CCC(C)(C(=O)O1)C2(C)C (configuration not stated),-10,-6,-5,2,1,-3,-11,-3
CCOc1nc(NCCN2CCOCC2)nc(Nc2ccc([N+](=O)[O-])cc2)n1,-6,-4,-5,-12,-8,-17,13,13
C=Cn1cc[n+](CC(=O)c2ccc(C)cc2)c1,-8,0,-6,-5,-3,2,-5,19
CCN(CC)S(=O)(=O)c1cccc(NC(=O)COc2ccc(F)cc2Br)c1,10,-1,6,5,0,-1,-2,-4
CC(C)(CNC(=O)COc1ccccc1Cc1ccccc1)N1CCOCC1,-7,-8,-11,3,-7,-4,14,-2
CCOC(=O)c1c(C)[nH]c(C(=O)COC(=O)CSCC(=O)N(CC)CC)c1C,4,-2,7,-3,-6,-22,2,4
CN(C)S(=O)(=O)c1ccc(C(=O)OCC(=O)Nc2ccc3c(c2)OCO3)cc1,8,-2,-3,6,4,-3,-12,0
CCCn1c2ccccc2c2nnc(SCC(=O)Nc3nnc(CC(=O)OCC)s3)nc21,17,5,-1,8,10,14,11,2
O=C(CSc1ccc2nnc(CCNC(=O)c3ccccc3)n2n1)NCc1ccco1,-4,-3,1,9,13,0,1,0
COc1cc(Br)cc(CN2CCN(c3ncccn3)CC2)c1O,-2,-1,1,7,-10,-2,2,5
O=C(O)CSc1nc2c(c(=O)[nH]1)CCCC2,2,-10,2,-13,4,8,5,4
Cc1nc(NCCN2CCOCC2)c2oc3ccccc3c2n1,4,3,8,-1,0,15,-10,-1
COc1ccc(CNC(=O)c2cccc(C)c2[N+](=O)[O-])cc1,7,-7,4,7,-2,13,6,-14
COc1ccc(NC2CCCN(C(=O)c3cccc(N4CCNC4=O)c3)C2)cc1 (configuration not stated),2,-1,-5,-7,-3,15,-5,-4
CCN(c1ccccc1)S(=O)(=O)c1nnc(NC(=O)C(C)(C)C)s1,-2,0,3,3,2,18,9,15
COc1ccc(N(CCC#N)C(=O)/C(C#N)=C/c2cccs2)cc1,-5,-11,-3,0,-9,10,5,-5
Cn1c(=O)oc2cc(S(=O)(=O)Nc3ccc(Cl)cc3)ccc21,-1,-3,2,-5,7,1,2,3
Cn1c(SCc2ccc(C(C)(C)C)cc2)nnc1C1COc2ccccc2O1 (configuration not stated),12,7,3,15,1,-8,11,-7
